Screening data (PubChem)
Growth percent in the NCI-60 one-dose screen (48 h, 10 µM unless noted): 100 = growth as untreated, 0 = no growth, -100 = all killed.
PC-3 = PC-3 prostate cancer cells; 3.9% of 80,000 active; AID 1794754
UO-31 = UO-31 renal cancer | 5.2% of 81,000 active
SF-295 = SF-295 CNS cancer cells | 5.6% of 79,000 active | AID 1794758
SF-539 = SF-539 CNS cancer; 6.8% of 81,000 active
SF-268 = SF-268 CNS cancer cells; 3.1% of 82,000 active
DU-145 = DU-145 prostate cancer. 4.2% of 81,000 active
U251 = U251 CNS tumor cells; 5.4% of 80,000 active
786-0 = 786-0 renal cancer cells; 5.1% of 81,000 active
SN12C = SN12C renal cancer cells. 3.8% of 81,000 active. AID 1794767
An asterisk follows results filed as active; x = no result given. Rule for the calls: active = growth percent below 10; inactive = the rest. This is a random part of the collection, and some 9.4% of all compounds hit somewhere here.

#1 NC(=O)N1CCOCC1
#2 CS(=O)(=O)Oc1ccc(-c2cn3ccsc3n2)cc1
#3 COc1ccccc1CNCc1ccccc1
#4 O=C(/C=C/c1ccc([N+](=O)[O-])cc1)c1cccc(Nc2nc(Nc3ccccc3)nc(Nc3ccccc3)n2)c1
#5 O=S(=O)(Nc1cccc(F)c1)c1cccc(C(F)(F)F)c1
compound no.,1,2,3,4,5
PC-3,87,102,98,62,93
UO-31,80,98,85,39,87
SF-295,115,95,88,80,99
SF-539,117,98,98,75,92
SF-268,109,105,106,85,92
DU-145,123,97,112,77,101
U251,107,99,99,58,106
786-0,108,100,97,71,97
SN12C,109,97,101,89,97

#6 O=C(O)CCCCC1CCSS1 (stereo unspecified)
#7 COc1ccc(-c2cn(-c3ccc(Cl)cc3)c(SCC(=O)c3ccccc3)n2)cc1
#8 COc1cccc(-c2nc3sccn3c2-c2ccnc(NCCNS(=O)(=O)c3ccccc3)c2)c1
#9 COc1ccc(-c2cc(-c3ccc(Cl)cc3)c(C#N)c(=O)n2CCCCC(=O)Nc2ccccc2N)cc1
#10 S=c1[nH]nc2ccc3ccccc3n12
compound no.,6,7,8,9,10
PC-3,98,81,11,50,91
UO-31,81,77,5.7*,33,81
SF-295,99,85,11,-15*,77
SF-539,110,101,67,74,95
SF-268,122,95,32,66,103
DU-145,121,100,20,60,108
U251,94,93,x,55,x
786-0,97,95,39,69,100
SN12C,101,103,29,42,98

#11 c1ccc2[nH]c(-c3cc(-c4ccc5c(c4)OCO5)n[nH]3)nc2c1
#12 CSc1nc(-c2cnccn2)cc(-c2cccs2)c1C#N
#13 COc1cc(/C=C2\CCCCC3=C2N=C2SC(C)=CN2C3c2cc(OC)c(OC)c(OC)c2)cc(OC)c1OC (stereo unspecified)
#14 Cc1cc(C#Cc2ccc(C(C)(C)C)cc2)ccc1-n1c(/C=C/c2ccc(O)cc2O)nc2ccccc2c1=O
#15 CC(C)(C#N)NC1CCCCC1
compound no.,11,12,13,14,15
PC-3,50,84,47,33,90
UO-31,67,84,60,47,95
SF-295,x,92,67,26,96
SF-539,52,94,76,81,92
SF-268,71,88,63,61,102
DU-145,69,93,91,57,103
U251,37,85,83,53,96
786-0,56,94,82,73,97
SN12C,63,97,75,59,98

#16 CCN1CCCc2ccccc21
#17 C/C(=N\Nc1cc(C)c2ccccc2n1)c1ccccn1
#18 CCN(CC)CCOCC1CC2C(C=C1C)C2(C)C (stereo unspecified)
#19 O=C(O)CNC(=O)C1(NC(=O)OCc2ccccc2)CCCC1
#20 O=C(/C=C/Nc1cc(-c2ccccc2)nn1-c1ccccc1)c1ccc(F)cc1
compound no.,16,17,18,19,20
PC-3,83,16,94,104,48
UO-31,65,-86*,86,106,75
SF-295,100,x,99,117,89
SF-539,95,-54*,97,97,103
SF-268,92,-6.6*,109,116,90
DU-145,106,18,109,111,109
U251,98,-86*,93,104,98
786-0,106,-64*,103,94,89
SN12C,91,18,101,101,93

#21 Cc1oc2ncnc(Nc3ccc(OCc4cccc(F)c4)c(Cl)c3)c2c1C(=O)NCCO
#22 CCCCCCCCCCCCCCCCCC1=NCCN1C(=O)OCCO
#23 N#CC(C#N)=C(N)c1n[nH]n2c1nc(=O)c1c3c(sc12)CCCC3
#24 CCC1=NC(CC)(CC)SC1C (stereo unspecified)
#25 O=C(O)c1ccc2c(c1)C(=O)c1ccccc1C2=O
compound no.,21,22,23,24,25
PC-3,58,28,102,84,96
UO-31,58,29,84,82,87
SF-295,49,23,98,100,100
SF-539,47,-26*,102,109,98
SF-268,47,31,101,97,98
DU-145,62,-3.1*,111,103,98
U251,48,-46*,99,99,99
786-0,61,87,101,101,103
SN12C,45,33,97,104,95

#26 O=C1NC(=O)C(c2ccc(Cl)cc2Cl)N1 (stereo unspecified)
#27 C1CCC2C(C1)N1CN(C34CC5CC(CC(C5)C3)C4)CN3C4CCCC[C@@H]4N4CN(C56CC7CC(CC(C7)C5)C6)CN2C4C13 (stereo partly specified)
#28 COc1ccc(C2C3=C(COC3=O)N(CCO)c3cc4c(cc32)OCO4)cc1 (stereo unspecified)
#29 CCCCNC(=O)c1ccc(C(C)C)cc1
#30 COc1ccc(/C=C2/C=C(c3ccc(F)cc3)N(Cc3ccccc3)C2=O)cc1
compound no.,26,27,28,29,30
PC-3,104,100,105,79,47
UO-31,73,84,100,105,80
SF-295,110,97,105,103,65
SF-539,115,103,93,111,70
SF-268,106,98,99,99,63
DU-145,112,112,99,107,86
U251,103,107,92,84,38
786-0,110,105,98,99,61
SN12C,104,101,120,106,74

Some of the entries above in another layout.
cpd	Structure	PC-3	UO-31	SF-295	SF-539	SF-268	DU-145	U251	786-0	SN12C
18	CCN(CC)CCOCC1CC2C(C=C1C)C2(C)C (stereo unspecified)	94	86	99	97	109	109	93	103	101
19	O=C(O)CNC(=O)C1(NC(=O)OCc2ccccc2)CCCC1	104	106	117	97	116	111	104	94	101
20	O=C(/C=C/Nc1cc(-c2ccccc2)nn1-c1ccccc1)c1ccc(F)cc1	48	75	89	103	90	109	98	89	93
21	Cc1oc2ncnc(Nc3ccc(OCc4cccc(F)c4)c(Cl)c3)c2c1C(=O)NCCO	58	58	49	47	47	62	48	61	45
22	CCCCCCCCCCCCCCCCCC1=NCCN1C(=O)OCCO	28	29	23	-26*	31	-3.1*	-46*	87	33
23	N#CC(C#N)=C(N)c1n[nH]n2c1nc(=O)c1c3c(sc12)CCCC3	102	84	98	102	101	111	99	101	97
24	CCC1=NC(CC)(CC)SC1C (stereo unspecified)	84	82	100	109	97	103	99	101	104
25	O=C(O)c1ccc2c(c1)C(=O)c1ccccc1C2=O	96	87	100	98	98	98	99	103	95
26	O=C1NC(=O)C(c2ccc(Cl)cc2Cl)N1 (stereo unspecified)	104	73	110	115	106	112	103	110	104
27	C1CCC2C(C1)N1CN(C34CC5CC(CC(C5)C3)C4)CN3C4CCCC[C@@H]4N4CN(C56CC7CC(CC(C7)C5)C6)CN2C4C13 (stereo partly specified)	100	84	97	103	98	112	107	105	101
28	COc1ccc(C2C3=C(COC3=O)N(CCO)c3cc4c(cc32)OCO4)cc1 (stereo unspecified)	105	100	105	93	99	99	92	98	120
29	CCCCNC(=O)c1ccc(C(C)C)cc1	79	105	103	111	99	107	84	99	106
30	COc1ccc(/C=C2/C=C(c3ccc(F)cc3)N(Cc3ccccc3)C2=O)cc1	47	80	65	70	63	86	38	61	74

The results go on.
#31 O=S(=O)(OCc1ccc2c(c1)OCO2)c1ccccc1
#32 COc1cc(CNC(=O)C[C@H](C)CCC=C(C)C)ccc1OCc1cn(-c2ccccc2[N+](=O)[O-])nn1
#33 COc1cc(CNC(=O)/C=C/c2ccc3c(c2)OCO3)ccc1OCc1cn(-c2ccc(Cl)cc2)nn1
#34 Cc1ccc(S(=O)(=O)N(CCOc2ccc(/C(N)=N/Cl)cc2)CCOc2ccc(/C(N)=N\Cl)cc2)cc1
#35 OCC1CCN(c2cc(-c3cccnc3)ccc2NC(=S)Nc2ccc(C(F)(F)F)cc2)CC1
compound no.,31,32,33,34,35
PC-3,102,48,104,x,50
UO-31,97,37,62,105,49
SF-295,98,60,86,63,85
SF-539,100,67,85,66,54
SF-268,102,78,96,85,67
DU-145,113,78,96,72,83
U251,109,63,95,42,37
786-0,97,83,90,93,78
SN12C,105,74,79,56,73

#36 COc1ccc(/C=C/c2ccc3ccccc3n2)c(OC)c1
#37 Cc1ccc(-c2nc(SCC(=O)c3ccc(Br)cc3)nc(Nc3ccc(S(N)(=O)=O)cc3)c2C#N)cc1
#38 CCOC(=O)C(C)(C)[N+](=O)[O-]
#39 CCNc1nnc(-c2cc3c([nH]c4ccccc43)c(-c3cccc(O)c3)n2)o1
#40 O=C(O)c1ccc(-n2cc(CNc3ccc(Br)cc3)c(-c3ccc(F)cc3)n2)cc1
compound no.,36,37,38,39,40
PC-3,66,96,100,75,87
UO-31,65,78,94,87,80
SF-295,60,113,99,78,85
SF-539,83,83,97,81,97
SF-268,99,110,97,92,104
DU-145,91,53,107,78,102
U251,83,98,101,84,91
786-0,96,104,100,72,105
SN12C,80,106,108,x,97

#41 COc1ccc(/C=C2\SC(=O)NC2=O)cc1
#42 O=C(CSC(=S)N1CCOCC1)NC(=O)c1ccccc1
#43 CCc1c(C(=O)NCc2ccc(OC)cc2)[nH]c(C)c1C(C)=O
#44 Fc1ccc(-c2nnc(CNc3ccc(F)c(Cl)c3)o2)cc1
#45 [2H]C1NC([2H])C([2H])(c2ccc(-n3cc4cccc(C(N)=O)c4n3)cc2)C([2H])C1[2H] (stereo unspecified)
compound no.,41,42,43,44,45
PC-3,84,103,90,100,69
UO-31,71,90,83,97,80
SF-295,98,106,85,107,91
SF-539,98,96,99,101,77
SF-268,102,98,112,101,83
DU-145,111,105,119,100,88
U251,91,111,97,96,93
786-0,82,105,93,110,97
SN12C,x,99,97,106,82

#46 CN(C)CCOC(=O)Nc1ccccc1C(F)(F)F
#47 Cc1ccc(S(=O)(=O)Oc2ccc(-c3ccc(Br)cc3)cc2)cc1
#48 O=CC1(C2(C=O)c3ccccc3-c3ccccc32)c2ccccc2-c2ccccc21
#49 CCCCCCCCCCCCCCCCCCNC(=S)N/N=C/c1ccc(OC)c(OC)c1
#50 O=C(Cn1cc(CN2C(=O)c3ccccc3S2(=O)=O)nn1)Nc1cccc2ccccc12
compound no.,46,47,48,49,50
PC-3,94,86,-65*,92,105
UO-31,88,96,-89*,77,82
SF-295,101,101,-60*,96,102
SF-539,101,114,-65*,94,106
SF-268,99,105,-47*,99,102
DU-145,92,108,-63*,102,103
U251,96,102,-63*,90,x
786-0,98,99,-84*,102,107
SN12C,95,98,-29*,93,96

#51 COc1ccc(-c2ccc(SCC(=O)Nc3nc4ccccc4[nH]3)nn2)cc1
#52 Cc1cc2cn3c4cccnc4nc(N)c3c2cc1C
#53 Cc1ccc(/C=C2/C(=O)Nc3cc(Cl)c(-c4csc(N)n4)cc32)cc1
#54 N#Cc1cnn2c1NC(c1ccc(Cl)cc1)C(C#N)C2=O (stereo unspecified)
#55 CCOC1CCC=CO1 (stereo unspecified)
compound no.,51,52,53,54,55
PC-3,95,102,57,95,96
UO-31,88,81,67,81,92
SF-295,104,105,71,98,96
SF-539,83,89,82,94,100
SF-268,95,95,72,100,102
DU-145,103,x,87,103,111
U251,96,98,64,97,99
786-0,99,96,88,110,90
SN12C,103,91,81,88,91

#56 COc1cc(C(=O)CCCl)ccc1O
#57 N#Cc1ccc(C(=O)Cn2cc(CO)nn2)cc1
#58 Cn1cnc2c(N3CCN(C(=O)OCc4ccc5c(Cl)cc(Cl)c(O)c5n4)CC3)nc(Cl)nc21
#59 CCCCCC(=O)C(C)CC (stereo unspecified)
#60 COc1ccc(-c2nc(-c3cc(OC)c(OC)c(OC)c3)no2)cc1
compound no.,56,57,58,59,60
PC-3,95,99,55,98,81
UO-31,91,87,48,87,87
SF-295,100,101,39,x,105
SF-539,95,96,83,90,95
SF-268,96,102,59,104,102
DU-145,107,107,61,105,97
U251,103,105,39,97,99
786-0,106,91,92,109,90
SN12C,96,101,63,102,89

#61 OCC(O)COc1c(Cl)c(Cl)c(Cl)c(Cl)c1Cl (stereo unspecified)
#62 Oc1c(Br)c(Br)c(O)c(Br)c1Br
#63 CN1CCN(Cc2ccc(NC(=O)c3[nH]ncc3Nc3ncnc4c3CCC4)cc2)CC1
#64 CCCCOC(OCCCC)C(C)N (stereo unspecified)
#65 OCCCCC1COCO1 (stereo unspecified)
compound no.,61,62,63,64,65
PC-3,90,105,9.2*,106,98
UO-31,84,-80*,6.5*,100,94
SF-295,95,107,31,101,118
SF-539,97,119,-38*,100,119
SF-268,92,108,4.1*,100,107
DU-145,102,112,5.6*,102,124
U251,104,114,15,x,108
786-0,91,111,x,112,118
SN12C,101,113,6.1*,102,125

#66 CN(C)c1ccc(/C=C/c2cc(-c3ccccc3)c3ccccc3n2)cc1
#67 COc1cc2cc3c(nc2cc1OC)CCN3Cc1ccc(NC(=O)Nc2cc(Cl)cc(Cl)c2)cc1
#68 N#Cc1c(N)nc2c(c(N)nn2-c2ccccc2)c1-c1ccc(O)cc1
#69 O=C(c1ccc(-c2ccccc2)cc1)C1(Br)CCCCC1
#70 CC(=O)NC1[C@H](OCCCNC(=O)C(F)(F)F)O[C@H](COC(C)=O)C(OC(C)=O)[C@@H]1OC(C)=O (stereo partly specified)
#71 NNC(=O)c1nc2ccccc2[nH]1
#72 C[N+](C)(C)CCNC(=O)c1ccc(OCc2ccccc2F)cc1
compound no.,66,67,68,69,70,71,72
PC-3,85,62,97,94,103,97,99
UO-31,82,75,70,94,93,101,91
SF-295,99,93,107,99,101,104,94
SF-539,112,102,101,93,101,103,100
SF-268,95,88,98,105,100,102,98
DU-145,x,81,109,107,118,112,111
U251,99,91,98,85,101,86,104
786-0,96,98,108,97,102,102,101
SN12C,98,80,103,98,101,102,100
